Screens from PubChem.
GPR55 beta-arrestin = selective activators of receptor GPR55 – imaging, U2OS cells, beta-arrestin-GFP redistribution, primary screen (AID 1961); U2OS GPR55 beta-arrestin-GFP redistribution imaging; higher % means a stronger effect; one-dose activation, % at 10 µM; EC50 in µM for titrated hits; hit rate 0.048% among 290,000;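 active means activation above 40% with more than 50 cells counted in the well; inconclusive means wells holding fewer than 50 cells, flagged as toxic or sparse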;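 further: U2OS osteosarcoma cells stably expressing GPR55 and beta-arrestin-GFP; plate controls were DMSO negative control for no effect and LPI positive control for full effect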
GPR35 arrestin U2OS = inhibition of zaprinast-stimulated GPR35 beta-arrestin translocation – imaging, U2OS, beta-arrestin-GFP, zaprinast agonist, primary screen (AID 2058); hit rate 0.052% among 290,000; one-dose inhibition, % at 10 µM; IC50 in µM for titrated hits; U2OS GPR35 beta-arrestin-GFP translocation imaging, zaprinast antagonism; higher % means a stronger effect;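 active means inhibition of at least 50% with at least 30 cells and total cytoplasm GFP at most 10,000,000; inconclusive means under 30 cells or total GFP of 10,000,000 plus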
UTI89 phage lysis = inhibition of K1F phage lysis, E. coli UTI89, bacterial capsule biogenesis inhibitors, alamar blue (AID 488966); E. coli UTI89 K1F phage lysis, alamar blue, 2 h; higher % means a stronger effect; one-dose inhibition, % at 100 µM; IC50 in µM for titrated hits; hit rate 0.02% among 340,000;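 active means phage lysis inhibition, versus mean bacterial control, above a set limit; inconclusive means no clear call, values can overlap the other calls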;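 further: capsule biogenesis inhibitors block K1F phage lysis so surviving cells raise fluorescence; higher fluorescence means more inhibition of phage lysis; actives were called in the ten point dose series up to 300 µM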
Dengue-2 NS5 capping = Dengue-2 NS5 methyltransferase inhibitors, primary screen, biochemical, confirmation dose response (AID 588689). Dengue-2 NS5 methyltransferase capping enzyme assay, biochemical; higher % means a stronger effect. inhibition, % at 25 µM; hits with a dose series show IC50 in µM. hit rate 0.3% among 340,000; in the data active means a potency from the dose series; inconclusive means inhibition above about 29% without an active follow-up result
Siah-1 displacement = Siah-1 peptide-binding antagonists, primary screen, biochemical, fluorescence polarization, rhodamine-plectin, uHTS (AID 1817) | displacement, % at 20 µM; hits with a dose series show IC50 in µM | hit rate 0.02% among 290,000 | Siah-1 / rhodamine-plectin peptide fluorescence polarization; higher % means a stronger effect;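 active means displacement of at least 50% at 20 µM, with a fluorescence ratio check between 0.3 and a set limit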;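 further: plate controls were Siah plus tracer with DMSO for no effect and tracer alone without Siah for full effect; strong numbers were not always called active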
AID2073 = inhibitors of Mint1-CaV2.2 protein interaction, biochemical, HTRF (AID 2073) | hit rate 0.19% among 290,000 | one-dose inhibition, % at 20 µM; IC50 in µM for titrated hits | HTRF protein-protein interaction, Mint1-CaV2.2; higher % means a stronger effect; in the data active means inhibition mostly above about 51%, no sharp cut-off; inconclusive means no clear call, values can overlap the other calls; inactive means mostly below about 53%; further: some results filed as inactive read as strong as hits
GPR55 antagonists = inhibition of LPI-stimulated GPR55 beta-arrestin translocation – imaging, U2OS, beta-arrestin-GFP, LPI agonist, primary screen (AID 2013) | inhibition, % at 10 µM; hits with a dose series show IC50 in µM | U2OS GPR55 beta-arrestin-GFP translocation imaging, LPI antagonism; higher % means a stronger effect | hit rate 0.13% among 290,000;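 active means spots per cell inhibited over 60%, with over 100 cells counted and total cytoplasm intensity under 500,000; inconclusive means wells with under 100 cells, flagged as likely toxic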;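 further: U2OS cells stably carrying GPR55 and arrestin-GFP stimulated by 5 µM LPI near EC80; imaged beta-arrestin-GFP aggregate spots per cell after agonist stimulation; plate controls were LPI-stimulated DMSO wells for no effect and DMSO wells without LPI for full effect; some results filed as inactive read as strong as hits; confirmed hits need IC50 under 10 µM and bright autofluorescent wells are also inconclusive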
NTR1 agonist = NTR1-driven beta-arrestin-GFP spot formation – imaging, U2OS cells, high content, primary screen (AID 493036) | P30989 | agonist mode | activation, % at 20 µM | hit rate 0.17% among 330,000;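 active means activation at or above 40% of the spot to cytoplasm intensity ratio, with at least 20 cells analyzed; inconclusive means wells under 20 cells, flagged as cytotoxic or low count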;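 further: 0% = DMSO without peptide and 100% = 100 nM NTR1 peptide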
Target sequence (P30989 whole entry, looked up): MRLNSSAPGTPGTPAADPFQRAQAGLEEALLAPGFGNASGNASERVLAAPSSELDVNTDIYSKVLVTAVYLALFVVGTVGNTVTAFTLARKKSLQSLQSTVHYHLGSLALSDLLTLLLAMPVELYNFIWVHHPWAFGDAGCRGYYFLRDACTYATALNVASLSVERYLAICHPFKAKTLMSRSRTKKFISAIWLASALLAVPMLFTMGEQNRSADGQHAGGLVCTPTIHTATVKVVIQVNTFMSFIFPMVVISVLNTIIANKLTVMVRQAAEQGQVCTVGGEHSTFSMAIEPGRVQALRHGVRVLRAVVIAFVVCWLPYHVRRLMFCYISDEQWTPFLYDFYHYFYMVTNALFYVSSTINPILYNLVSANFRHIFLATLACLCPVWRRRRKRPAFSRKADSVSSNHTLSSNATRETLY
HIV peptide binding = cell-free HIV fusion peptide-binding blockers – biochemical, uHTS, fluorescence dequenching, primary screen (AID 1986) | cell-free peptide binding, fluorescence dequenching, 30 min; higher % means a stronger effect | inhibition, % at 20 µM; hits with a dose series show IC50 in µM | hit rate 0.3% among 290,000; in the data active means inhibition mostly above about 52%, no sharp cut-off; inactive means mostly below about 76%; further: some results filed as inactive read as strong as hits
NTR1 agonist cell count 20 µM = recorded beside NTR1 agonist, whose call it bears; cell count; measured here: cell count, cytotoxicity flag
Dengue-2 NS5 capping pilot replicate = further read-out of Dengue-2 NS5 capping, marked with its call; inhibition, %; measured here: pilot screen replicate inhibition
Numbers without * were called inactive; ? = inconclusive; nt = no result given; & = joins results of further samples; [ ] = dose if it differs, or a comment.

SMILES	GPR55 beta-arrestin	GPR35 arrestin U2OS	UTI89 phage lysis	Dengue-2 NS5 capping	Siah-1 displacement	AID2073	GPR55 antagonists	NTR1 agonist	NTR1 agonist cell count 20 µM	HIV peptide binding	others
Cc1ccc(NS(=O)(=O)c2ccc(NC(=O)C3CCCO3)cc2)cc1 (configuration not stated)	0.1%	0%	0.4%	-6%	-5%	-2%	6%	-0.2	75	-2.0%
COc1ccc(CC2(CO)CCN(Cc3cnn(-c4ccccc4)c3)CC2)cc1	-0.1%	1%	2.1%	7%	-1%	5%	10%	0.1	41	-1.4%
O=C(N/N=C/c1ccc(F)cc1)c1cc[n+]([O-])cc1	-0.2%	6%	-0.1%	1%	1%	3%	-26%	27	44	2.1%
C/C(=N\NC(=O)c1cnccn1)c1ccc([N+](=O)[O-])cc1	-0.2%	10%	0.5%	7%	-1%	-19%	-5%	-0.6	43	0.3%
O=C(CN1CCN(c2ccccn2)CC1)Nc1ccc(Oc2ccccc2)cc1	0.5%	14%	1.1%	-3%	-3%	2%	8%	0.2	61	-1.7%
CN(C)S(=O)(=O)c1cc(NC(=O)CN2CCN(c3ccccc3O)CC2)ccc1Cl	-0.5%	12%	5.1%	2%	2%	10%	8%	3.4	46	-1.0%
CCOP(=O)(OCC)C(NC(=O)Nc1ccccc1)c1ccccc1 (configuration not stated)	-0.2%	1%	2.0%[50 µM]	-6%	5%	0%	3%	-0.4	84	-2.3%
CCOc1ccc(N(C(=O)c2snc(C(N)=O)c2N)C(CC)C(=O)NC2CCCC2)cc1 (configuration not stated)	-0.1%	6%	0.1%	6%	2%	4%	12%	0.3	54	1.8%
Cc1n[nH]c(=S)n1/N=C/c1ccccc1OCc1ccc(Cl)cc1Cl	0.4%	11%	1.5%[50 µM]	-6%	1%	4%	9%	15	69	1.3%
O=C(O)CSc1nc(-c2ccccc2)cc(=O)[nH]1	0.0%	12%	0.2%	1%	2%	5%	7%	-0.8	55	0.7%
COc1cc(OC)c(C2C(C(=O)Nc3ccccc3)=C(C)Nc3ncnn32)cc1OC (configuration not stated)	0.3%	5%	1.2%	1%	2%	2%	1%	-1.5	88	-1.7%
Cc1ccc(S(=O)(=O)N2CCCCC2)cc1C(=O)Nc1ccc(N2CCOCC2)cc1	-0.1%	2%	0.3%	1%	4%	2%	12%	2.6	59	-0.4%
CC(=O)Nc1nc(SCC(=O)NCC2CCCO2)[nH]c(=O)c1NC(=O)c1cccs1 (configuration not stated)	0.5%	-2%	-0.1%	-9%	6%	-5%	6%	0.5	80	-0.3%
O=C(O)c1ccccc1-c1ccccc1C(=O)Nc1ccc2c(c1)CCC2	0.0%	2%	-1.3%	13%	8%	0%	-3%	0.3	57	2.5%
CCSc1nnc(Cc2cc(=O)[nH]c(=O)[nH]2)n1-c1ccc(F)cc1	-0.1%	10%	1.2%	1%	1%	1%	5%	-2.3	67	1.7%
O=C(Nc1ccc(F)cc1F)c1cccnc1	-0.2%	-7%	?	-5%	2%	-6%	-4%	1.0	68	-1.8%
CCCOc1ccc(Cc2c(O)nc(SC)[nH]c2=O)cc1	0.1%	4%	-0.1%	-5%	7%	2%	-2%	-0.7	84	2.4%
O=[N+]([O-])c1ccccc1/C=C/C=N/n1c(-c2ccccc2)n[nH]c1=S	-0.2%	1%	-0.4%	13%	-2%	12%	2%	12	85	1.0%
COc1cc(C(c2sc3nc(C)nn3c2O)N2CC(C)OC(C)C2)cc(OC)c1OC (configuration not stated)	0.8%	-3%	-2.2%	-3%	4%	3%	11%	1.0	96	-0.4%
COc1ccc(Cl)cc1NC(=O)CSc1nc(NS(=O)(=O)c2ccccc2)cc(=O)[nH]1	-0.1%	12%	0.1%	-4%	-1%	6%	4%	-1.1	54	0.2%
COc1ccc(-c2nnc3ccc(SCC(N)=O)nn23)cc1OC	1.6%	2%	-1.1%	4%	0%	5%	-2%	1.6	78	6.1%
CN(C1CCCCC1)C(CNS(=O)(=O)c1ccccc1)c1ccccc1 (configuration not stated)	-0.3%	-25%	0.2%	-3%	9%	-1%	-4%	-0.4	73	-1.1%
COc1ccc(C2=NN(C(=O)/C=C/c3ccccc3)C(c3ccccc3)C2)c(OC(C)=O)c1 (configuration not stated)	-0.3%	4%	2.4%	4%	-5%	17%	15%	0.7	47	-1.0%
Cc1nc(N2CCOCC2)c2c(C)c(C(=O)Nc3ccc(C(F)(F)F)cc3)sc2n1	0.5%	5%	3.0%	0%	-2%	9%	-5%	12	57	0.7%
O=C(O)CNS(=O)(=O)c1ccc(F)cc1	-0.1%	17%	9.2%	-3%	1%	-3%	0%	0.7	86	-1.2%
COCCCNc1nc2c(-c3ccc(C)cc3)nnn2c2ccccc12	0.0%	-12%	0.1%	-14%	16%	50%	7%	3.6	35	1.7%
Cc1ccc(C2CC(C(F)(F)F)n3ncc(C(=O)NCc4ccco4)c3N2)cc1 (configuration not stated)	0.7%	3%	0.2%	-5%	-1%	-11%	20%	4.3	81	9.9%
Cc1cccc(NC(=S)NC(NC(=O)c2ccco2)C(Cl)(Cl)Cl)c1 (configuration not stated)	0.2%	-14%	7.9%	-20%	0%	-10%	-11%	-6.0	97	1.4%
COCCN(C(=O)c1ccccc1F)c1nnc(-c2ccc(OC)cc2)s1	0.1%	8%	0.8%	-1%	2%	10%	-2%	1.8	63	-1.0%	Dengue-2 NS5 capping pilot replicate=8.2
CN(C)S(=O)(=O)c1cccc(NC(=O)CCSc2ccc(Cl)cc2)c1	-0.8%	3%	3.1%	-7%	11%	-7%	3%	-0.4	63	-0.6%
CC/C(=N\NS(=O)(=O)c1ccc(C)cc1)c1ccco1	-0.1%	-1%	0.0%	8%	3%	-2%	6%	-1.5	96	0.8%
COc1ccc(S(=O)(=O)N2CCC(N3CCCC3)CC2)cc1	0.0%	0%	-0.3%	1%	1%	10%	-13%	-0.2	54	-1.9%
N#C/C(=C\C1CC=CCC1)c1nc2ccccc2[nH]1 (configuration not stated)	0.0%	-8%	-0.7%	-8%	3%	11%	-7%	1.7	72	-3.1%	Dengue-2 NS5 capping pilot replicate=-3.0
CCCc1nnc(NC(=O)CCC(=O)N2CCN(c3nc(C)cc(C)n3)CC2)s1	0.2%	11%	3.5%	1%	2%	7%	-2%	2.0	50	0.8%
CCOC(=O)c1ccc(N=C2NC(=O)CS2)cc1	-0.1%	4%	0.6%	-15%	0%	1%	0%	8.0	94	-0.1%
Cc1ccc(NC(=O)COC(=O)COc2ccc(Cl)cc2C)c([N+](=O)[O-])c1	0.0%	3%	2.2%	-1%	-3%	0%	0%	0.3	63	-1.1%
Cn1cccc1Cc1nnc(SCC(=O)NCCc2ccccc2)n1-c1ccc(F)cc1	-0.1%	0%	-1.9%	1%	-2%	-2%	16%	-2.3	42	1.3%
O=C(OCCN1CCOCC1)c1cccnc1	-0.1%&-0.1%	9%&6%	3.4%&5.1%	-2%&-4%	2%&3%	14%&3%	17%&-2%	-2.5&0.3	48&57	-3.3%&1.9%
COc1ccc(CNC(=O)c2cc(C(=O)C3CC3)c[nH]2)cc1	-0.1%	2%	0.4%[50 µM]	-1%	-1%	16%	15%	0.5	62	-0.3%
Cn1c(COc2ccc3ccccc3c2)nnc1SCC(=O)O	-0.2%	10%	2.9%	-7%	-3%	-7%	13%	-0.2	85	15%
CSC(=Nc1ccc(Cl)cc1)N[n+]1ccccc1	-0.3%	1%	0.9%[50 µM]	-5%	1%	0%	16%	3.2	56	-0.8%
COC(=O)c1ccccc1CC1SC(N)=NC1=O (configuration not stated)	0.2%	2%	2.6%	-4%	1%	2%	2%	-0.5	47	-1.2%
COCCC(=O)N1CCC(Oc2ccc(C(=O)NC3Cc4ccccc4C3)cc2)CC1	-0.2%	5%	1.0%	1%	6%	0%	13%	0.0	69	-0.6%
CC(C)(C)NC(=O)CSCc1ccc(Br)cc1	-0.1%	-20%	0.1%	-1%	3%	-4%	2%	2.1	51	2.3%
CCCCN1C=CC(=C2C(=O)c3ccccc3C2=O)C=C1	1.0%	5%	-0.1%	-11%	-7%	1%	-3%	0.6	98	8.3%
O=C(CCNC(=O)c1ccccc1)OCC(=O)c1ccccc1	1.2%	-3%	-0.4%	-9%	-2%	-12%	-6%	-0.1	45	-0.6%
N#C/C(=C\c1cccs1)C(=O)c1ccccc1Cl	-0.2%	-2%	nt	nt	3%	-26%	21%	35	47	1.3%
COc1cc(CNC2CCCCCCC2)c(Br)cc1OCCO	-0.2%	16%	0.1%	2%	-3%	-8%	3%	1.9	64	-0.8%
COc1cc(C(=O)NCc2ccc3[nH]c(C)cc3c2)cc(OC)c1OC	-0.6%	12%	0.4%	5%	2%	10%	5%	-0.3	30	0.2%
O=C(O)/C=C/C(=O)NCc1csc2ccccc12	0.2%	4%	-2.1%	-5%	-2%	-5%	7%	0.0	39	-0.9%
CCOc1ccc(N(C(C)=O)c2nc(C)cc(C)c2C#N)cc1	-0.4%	-2%	0.3%	0%	4%	15%	-9%	1.7	31	2.2%
C=CCNC(=O)CSc1n[nH]c(-c2cc(Cl)ccc2OC)n1	-0.4%	12%	0.1%	2%	0%	9%	-3%	-2.1	90	1.9%
c1ccc(-c2nc(NCc3ccco3)c3oc4ccccc4c3n2)cc1	-0.1%	6%	0.4%	-5%	0%	0%	15%	17	63	10%
N#CCC(=O)Nc1nc(-c2ccc3c(c2)OCCO3)cs1	0.1%	-12%	-0.9%	7%	-3%	5%	-2%	-0.3	43	2.2%
CCOc1ccc(C(CC(=O)O)NC(=O)COc2ccccc2)cc1 (configuration not stated)	-0.1%	23%	1.0%	3%	-1%	2%	10%	-1.7	58	-1.2%
CCOC(=O)CC(N)c1ccc2c(c1)OCO2 (configuration not stated)	-0.1%	-1%	nt	nt	8%	-7%	8%	-1.1	44	-1.2%
